Abeta rescue = A-beta toxicity reversal in yeast; yeast expressing A-beta42, growth rescue, OD600, 48 h; response scale: 0% DMSO, 100% iron-clioquinol control; Potency, µM (doses to about 46.1 µM), inactives show at the top dose growth rescue, hits mostly activators; hit rate 0.063% among 410,000; AID 1347071; further: potency means the concentration at half of the fitted maximal effect; nearly all actives have a fitted effect of over 55% in size
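Yeast A-beta toxicity model in growth medium with pinned compounds, 48 h at 30 C; growth read as absorbance at 600 nm. Normalized to FeCl3/clioquinol equimolar mix (positive) and DMSO (negative).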
PI5P4Ka inh = blocks human PI5P4K alpha kinase activity | PI5P4Kalpha enzyme, ADP-Glo luminescence, 60 min; hits give low values | max response, % | hit rate 1.2% among 330,000; active means max response of -50% or lower; inconclusive means between -30% and -50%; inactive means -30% or higher; further: value at the top dose of about 77 µM; on the % scale 0 is the no-effect control and ±100 the full control effect
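Luminescence from ADP-Glo served as readout of PI5P4Kalpha activity in a qHTS format. Reaction: enzyme, substrate, compound, ATP at 5 microM final, 60 min at RT.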
FUS yeast rescue = FUS proteinopathy suppression in yeast; S. cerevisiae FUS-expressing, growth rescue, OD600, 24 h; Potency, µM (doses to about 76.6 µM), inactives show at the top dose growth rescue (activation), usual class: activators; hit rate 0.24% among 390,000; AID 1347120;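 further: potency means the concentration at half of the fitted maximal effect; plate controls were DMSO vehicle for no effect and reference control for full effect; nearly all actives have a fitted effect of over 55% in size; some results filed as inactive show a strong effect at the top dose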
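Quantitative HTS measuring growth restoration of FUS-toxic yeast. Galactose-induced cells (OD 0.005) were exposed 24hr at 30C to compounds at several concentrations, then absorbance at 600 nm was recorded.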
PLK1 PBD inh = blocks phosphopeptide binding to human PLK1 polo-box domain. Plk1 PBD binding of FITC phosphopeptide, fluorescence polarization. hit rate 2.8% among 360,000. Potency, µM, for the others: max response, negative = inhibition, actives largely listed as inhibitors. AID 720504; further: potency means the concentration at half of the fitted maximal effect; series mostly up to about 57 µM; on the % scale 0 is the no-effect control and ±100 the full control effect; nearly all actives have a fitted effect of over 65% in size
IL2 activator = IL-2 activation; hit rate 0.065% among 360,000; activation, % (series mostly up to about 46 µM); IL-2 activation reporter assay, cell-based qHTS; stimulated with anti-CD3/CD4/CD28 beads; in transgenic mouse T cells; in the data active means activation above about 50%; inconclusive means mostly about 30% to 49%; further: 0% is about no effect
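EGFP and DsRed fluorescence is measured by plate cytometry in unstimulated transgenic mouse T cells exposed to compound for 60 minutes, then stimulated 18 hours at 37 degrees C with anti-CD3/anti-CD4 beads plus anti-CD28.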
EPAC1 antagonist = EPAC1 (human) antagonism | O95398 | Potency, µM (series often up to 115 µM), for inactives: top-dose activity change, negative = inhibition, actives largely listed as inhibitors | hit rate 0.14% among 360,000 | AID 720709 | EPAC1 GEF assay, Rap1b-BODIPY-GDP exchange fluorescence;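 further: potency means the concentration at half of the fitted maximal effect; plate controls were vehicle for no effect and positive control for full effect; nearly all actives have a fitted effect of over 50% in size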
Target sequence (O95398 whole entry, looked up): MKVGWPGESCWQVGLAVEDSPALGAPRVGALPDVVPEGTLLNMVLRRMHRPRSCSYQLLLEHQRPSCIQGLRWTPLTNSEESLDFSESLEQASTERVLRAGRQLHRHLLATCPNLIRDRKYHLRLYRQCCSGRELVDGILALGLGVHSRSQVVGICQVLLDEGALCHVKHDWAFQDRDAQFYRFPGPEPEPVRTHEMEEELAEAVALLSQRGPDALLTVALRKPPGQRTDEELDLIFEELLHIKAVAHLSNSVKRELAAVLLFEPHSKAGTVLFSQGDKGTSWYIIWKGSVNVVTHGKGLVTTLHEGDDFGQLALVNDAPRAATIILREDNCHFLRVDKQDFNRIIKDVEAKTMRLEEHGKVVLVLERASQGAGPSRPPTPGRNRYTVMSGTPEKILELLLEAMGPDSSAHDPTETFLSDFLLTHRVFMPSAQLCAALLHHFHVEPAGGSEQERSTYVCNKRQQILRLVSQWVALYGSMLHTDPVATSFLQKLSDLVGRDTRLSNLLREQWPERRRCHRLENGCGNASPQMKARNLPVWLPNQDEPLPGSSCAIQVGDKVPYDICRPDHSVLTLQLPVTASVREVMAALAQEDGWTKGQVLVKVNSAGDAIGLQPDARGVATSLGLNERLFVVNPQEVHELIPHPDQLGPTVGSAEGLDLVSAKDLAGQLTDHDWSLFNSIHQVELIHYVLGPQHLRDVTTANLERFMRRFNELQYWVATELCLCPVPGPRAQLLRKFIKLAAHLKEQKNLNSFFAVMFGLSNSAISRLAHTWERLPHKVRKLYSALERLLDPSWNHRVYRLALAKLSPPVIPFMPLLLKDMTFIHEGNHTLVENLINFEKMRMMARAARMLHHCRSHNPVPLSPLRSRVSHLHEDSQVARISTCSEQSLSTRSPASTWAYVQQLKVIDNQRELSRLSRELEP
WRN inhibitor = blocks human WRN helicase. Potency, µM (titrated, usually from 114 µM), inactives show at the top dose activity change, negative = inhibition, actives largely listed as inhibitors. hit rate 0.46% among 360,000. WRN helicase unwinding, fluorescent forked duplex, kinetic; further: potency means the concentration at half of the fitted maximal effect; on the % scale 0 is the no-effect control and ±100 the full control effect; nearly all actives have a fitted effect of over 55% in size
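Kinetic red-fluorescence monitoring (525/598 nm) tracks WRN helicase activity after 100 nM fluorophore-quencher forked duplex and 2 mM ATP are added to 20 nM enzyme pretreated 15 min at room temperature with compound.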
EPAC1 agonist = EPAC1 (human) agonism; EPAC1 agonist qHTS, biochemical assay; response scale: 100% = response to 6.5 mM cAMP; O95398; Potency, µM (series often up to 154 µM), for inactives: at the top dose activation, hits mostly activators; hit rate 0.073% among 360,000; further: potency means the concentration at half of the fitted maximal effect; nearly all actives have a fitted effect of over 60% in size
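Fluorescent GDP-exchange assay: 100 nM EPAC1 with 250 nM Rap1B preloaded with BODIPY-GDP and 50 uM GDP; compounds tested as concentration series, 5 min at room temperature, then read every 5 min for 30 min (ex 480/em 540 nm); normalized to 6.5 mM cAMP.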
* = called active by the depositor; u = inconclusive; x = not tested or not shown; [ ] = another dose, or the depositor's remark. Unless noted, the call rests on the fitted dose curve; in most records, active means well fitted curve in the direction sought with a large enough effect; inconclusive means small, poorly fitted or top-dose-only effect, or another doubt; inactive means no such curve, though single readings can be large; an effect the other way counts as inactive or inconclusive.

SMILES	Abeta rescue	PI5P4Ka inh	FUS yeast rescue	PLK1 PBD inh	IL2 activator	EPAC1 antagonist	WRN inhibitor	EPAC1 agonist
COc1ccc(C(=O)NCc2cccnc2)cc1Br	10%	1	-11%	u	0.3	-2%	2%	2%
C=CCOc1ccc(CNc2nn[nH]n2)cc1OC	-6%	1	x	-12%	-5.1	-7%	-25%	-2%
CCc1cccc(CC)c1NC(=S)Nc1cccc(Cl)c1Cl	28%	1	-5%	-6%	-0.9	0%	-8%	-5%
COc1cc(NC(=O)c2ccccc2C)c(OC)cc1NC(=O)CN1CCOCC1	-4%	4	26%	-2%	0.0	-12%	-2%	-2%
Cc1c(C(=O)NCc2ccc([N+](=O)[O-])cc2)sc(=O)n1Cc1ccc2c(c1)OCO2	-16%	0	-3%	-9%	1.3	-7%	6%[57.1 µM]	11%
Cc1ccc(NC(=O)CN2CCN(Cc3ccccc3)CC2)cc1Cl	8%	5	-10%	3%	-0.5	1%	-22%	-3%
O=C(CCN1CCN(c2ccccc2F)CC1)Nc1ccc2c(c1)OCO2	-6%	x	-4%	-9%	0.4	-4%	-5%	10%
Cc1ccc(S(=O)(=O)N(C)CCCC(=O)NC(C)(C)CO)cc1	18%	1	8%	-13%	-0.2	-8%	3%	16%
O=C1C(Cl)=C(N2CCOCC2)C(=O)N1c1cccc(C(F)(F)F)c1	18%	4	-7%	u	-2.4	-1%	12%	-12%
O=c1[nH]c(-c2ccccc2)ncc1OCc1ccccc1	5%	0	x	-5%	-0.1	-8%	-5%	-5%
O=C(c1ccoc1)N1CCCC(N2CCN(c3cccc(C(F)(F)F)c3)CC2)C1 (centres undefined)	4%	5	x	0%	-3.5	-2%	-3%	-5%
COc1ccc(-c2nc3ccc(C)cn3c2Cc2cccc(F)c2)cc1OC	-20%	1	5%	1%	-0.6	0%	-4%	-2%
Cc1ccc2nc(NC(=O)c3ccc(Cl)s3)sc2c1	0%	0	-25%	-12%	-1.2	-2%	5%	-14%
COc1cc(/C=C/C2=NNC(=O)CC2)cc(OC)c1OC	0%	1	-3%	6%	-1.3	1%	5%	4%
COc1cccc(C(C)(O)c2nc(-c3ccc(Cl)cc3)cs2)c1 (centres undefined)	33%	32	25%	-6%	-0.3	-20%	-4%[57.1 µM]	-1%
COCCC(=O)N1CCC(n2nccc2NC(=O)CCc2ccccc2)CC1	-15%	2	-4%	-15%	1.3	-7%	5%	-6%
O=C(N/C(=C\c1cccnc1)C(=O)N1CCC(O)CC1)c1ccccc1	-8%	2	10%	-9%	2.1	9%	-1%	-4%
COC(=O)C1CN(C(=O)COc2ccccc2C)c2ccccc2O1 (centres undefined)	5%	8	0%	4%	-0.2	-2%	1%	0%
Cc1nn(-c2ccccc2)c(N)c1N=Nc1ccc2ccccc2c1	30%	30	21%	-7%	2.8	-11%	-13%	3%
O=C(CCOc1ccccc1)Nc1ccnn1C1CCN(Cc2ccccc2)CC1	-3%	-1	x	5%	-5.4	4%	-21%	0%
CN1C/C(=C/c2cccnc2)C(=O)/C(=C/c2cccnc2)C1	11%	1	x	-13%	-4.7	-22%	7%	-14%
COc1ccc(C(C(=O)NC(C)(C)C)n2c(=O)c(-c3ccco3)nc3ccccc32)cc1 (centres undefined)	0%	-25	40%	-22%	4.5	-18%	-8%	1%
CC(C)=CCC12Oc3cc(O)ccc3C1(O)Oc1cc3c(c(O)c1C2=O)C=CC(C)(C)O3 (centres undefined)	-82%[inhibitor]	-13	u	-7%	-0.6	-23%	-9%	-32%[inhibitor]
O=C1CN(C(=O)COC(=O)COc2ccc3c(c2)CCC3)c2ccccc2N1	10%	2	76%	-8%	9.0	-17%	-5%	7%
Cc1cc(NC(=O)CN2CCN(c3ccccc3O)CC2)no1	5%	x	19%	-8%	-1.9	-2%	-4%	9%
CCN(Cc1ccccc1)C(=O)c1ccc(N(C)S(=O)(=O)c2ccc(C)cc2)cc1	8%	2	23%	-4%	-4.2	11%	-7%	8%
Cc1ccc(-c2nn(-c3ccccc3)cc2CNCc2ccccc2)cc1	10%	26	21%	-6%	-1.3	-23%	-22%	2%
COc1ccc(-c2noc(CN(C)C(=O)c3ccco3)n2)cc1	-1%	-13	-7%	-8%	0.3	0%	0%	-5%
CC(=O)N(c1ccc2oc(=O)sc2c1)S(=O)(=O)c1cccc2cccnc12	-5%	-25	26%	-11%	-0.9	-19%	u	-1%
O=C(NC(=S)Nc1cc([N+](=O)[O-])ccc1O)C1CC1	12%	u	8%	-23%	-5.4	-17%	-7%	1%
CC(Sc1ccc(S(=O)(=O)N(C)C)cn1)C(=O)NC1CCCC1 (centres undefined)	1%	-7	-6%	u	0.8	5%	2%	-1%
O=C(O)c1ccccc1C(=O)Nc1ccc(S(=O)(=O)NC2CCCCC2)cc1	7%	-7	-14%	-1%	-0.7	3%	5%	-5%
COc1ccccc1NS(=O)(=O)c1cc(C(=O)NCc2cccnc2)ccc1C	-3%	3	-3%	-6%	0.4	-6%	-9%	0%
CCCCn1c(N)c(N(CCC(C)C)C(=O)CSc2nnc3ccccn23)c(=O)[nH]c1=O	1%	0	u	-7%	3.0	11%	-1%	-6%
O=C(NCCc1cccnc1)C1CCC(=O)N(Cc2ccc(Cl)cc2)C1 (centres undefined)	-2%	2	8%	-10%	-0.1	35%[activator]	-4%	-9%
Cc1ccc(CN2CCN(Cc3cccc(OCCO)c3)CC2CCO)o1 (centres undefined)	-7%	1	3%	-13%	-2.5	15%	0%	8%
Cc1sc(NC(=O)c2cccc(N3C(=O)CCC3=O)c2)nc1-c1ccccc1	25%	-6	0%	-12%	-5.7	-27%	-8%	8%
CC(C)N(Cc1ccccc1)C(=O)COC(=O)c1cnc(Cl)c(Cl)c1	-9%	12	x	-9%	-2.9	0%	-15%	9%
O=C(CSc1nc2ccc(N3CCOCC3)cc2c(=O)n1CCc1ccccc1)NCC1CCCO1 (centres undefined)	18%	4	25%	-25%	-0.1	-5%	3%	6%
CN(C)S(=O)(=O)c1cc(NC(=O)CN2C(=O)NC3(CCCc4ccccc43)C2=O)ccc1Cl (centres undefined)	0%	-6	x	3%	-0.5	-10%	-7%	9%
CCO[C@@H]1OC(C(=O)N2CCOCC2)=C[C@H](c2ccc(Br)cc2)[C@H]1CCCO	0%	-3	-1%	5%	0.3	-3%	1%	15%
O=C(NNc1cc(Cl)ccc1Cl)c1cccs1	-19%	1	0%	-22%	-5.0	-14%	-4%	6%
CCOC(=O)c1c(/N=C/C2=C(O)CC(C)(C)CC2=O)sc2c1CCCC2	-19%	-3	-8%	5%	-2.5	7%	2%	-6%
Cc1cc(C)nc(NC(=O)c2cc(-c3ccc(C)s3)nc3ccccc23)c1	-6%	-3	x	-2%	-2.6	-5%	-25%	19%
CC1CCN(CCCCOc2ccc(Br)cc2)CC1	7%	-7	x	8%	-3.6	-4%	-10%	1%
CC(=O)c1cccc(-c2ccnc3c2CC(C(=O)Nc2cccc(Oc4ccccc4)c2)O3)c1 (centres undefined)	8%	1	u	1%	-0.4	-13%	-8%	4%
O=C(CNC(=O)C1CC1)Nc1ccc(F)c(F)c1F	5%	5	-11%	5%	-0.2	-1%	6%	-4%
Nc1nc2cc(S(=O)(=O)N3CCOCC3)ccc2o1	-28%	-29	-14%	5.3µM*	-0.4	0%	-26%	-1%
O=C(O)c1cc(-c2ccc3c(c2)OCO3)nc2ccc(Cl)cc12	2%	u	47%	-21%	0.1	-3%	u	-25%
C[C@@H]1CN([C@H](C)CO)C(=O)CCCn2nncc2CO[C@@H]1CN(C)C(=O)Nc1cccc2ccccc12	-2%	7	-7%	-30%	-2.0	-3%	-5%	8%
O=C(NCCC1=CCCCC1)c1ccc(-n2cncn2)c([N+](=O)[O-])c1	3%	11	-2%	-2%	-2.5	5%	10%	-3%
O=C(NC(=S)Nc1ccc(Br)cc1)C1CCC1	5.6µM*	4	0%	-13%	-2.4	u	-6%	-3%
O=C(O)Cn1c(CC(=O)N2CCCC2)nc2ccccc21	12%	x	19%	-8%	-1.9	-5%	0%	4%
COc1ccc(-c2csc(C(NC(C)=O)c3cccc(F)c3)n2)cn1 (centres undefined)	-3%	9	15%	4%	0.2	-9%	4%[57.1 µM]	2%
CSc1ccc(NC(=O)N2CC=C(n3c(=O)[nH]c4ccccc43)CC2)cc1	-2%	4	26%	0%	-0.9	-14%	-35%[57.1 µM]	11%
O=C(CN1CCN(c2ccc(O)cc2)CC1)Nc1cc(S(=O)(=O)N2CCOCC2)ccc1Cl	-10%	u	x	-3%	-0.6	-12%	-12%[57.1 µM]	-7%
O=C(COc1ccccc1Cl)NCCNC(=O)c1cnccn1	-9%	0	10%	-19%	2.1	u	11%	2%
Cc1ccc(CCNC(=O)CN(C)S(=O)(=O)c2cnc[nH]2)cc1	u	-5	-22%	-20%	-2.5	2%	-2%	7%
Cc1cc(-c2onc(C)c2C(=O)O)no1	-6%	4	-15%	5%	0.1	13%	-10%	-5%
Cc1cccc(OCC(=O)Nc2ccc3c4c(cccc24)CC3)c1C	3%	-18	1%	27µM*	-0.4	1%	0%	3%

Whole records, looked up by structure. Order of screens: Abeta rescue | PI5P4Ka inh | FUS yeast rescue | PLK1 PBD inh | IL2 activator | EPAC1 antagonist | WRN inhibitor | EPAC1 agonist
Cc1cc(-c2onc(C)c2C(=O)O)no1 as listed: -6% | 4 | -15% | 5% | 0.1 | 13% | -10% | -5%
O=C(CNC(=O)C1CC1)Nc1ccc(F)c(F)c1F as listed: 5% | 5 | -11% | 5% | -0.2 | -1% | 6% | -4%

(next part)
SMILES	Abeta rescue	PI5P4Ka inh	FUS yeast rescue	PLK1 PBD inh	IL2 activator	EPAC1 antagonist	WRN inhibitor	EPAC1 agonist
CC1CC(C)CN(CCCNC(=O)CCNC(=O)Cn2cnc3ccccc3c2=O)C1 (centres undefined)	7%	7	26%	-2%	0.6	0%	-3%	6%
O=C(CCCCCCC(=O)NCc1ccccc1)NCc1ccccc1	9%	4	0%	-7%	2.0	8%	-21%	1%
O=c1c2c(nc3c(-c4ccc(Cl)cc4)c[nH]n13)CCC2	-18%	-16	25%	u	1.1	2%	-7%[57.1 µM]	-12%
COCCCNC(=O)/C(C#N)=C/c1c(N2CCN(c3ccc(OC)cc3)CC2)nc2c(C)cccn2c1=O	8%	-5	37%	4%	-2.2	-3%	1%	-2%

Bioassay records deposited in PubChem BioAssay by National Center for Advancing Translational Sciences (NCATS).
